# MEP2-GFP yeast: yeast TOR pathway MEP2-GFP modulation; S. cerevisiae MEP2-GFP strain, flow cytometry GFP, 3 h; 100% = DMSO control level; GFP response vs DMSO, % at 10 µM; 330,000 tested, 0.51% active; AID 2016;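 active means GFP response versus DMSO above a set limit, roughly screen mean plus 3 SD, cut at about 180% in these data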;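 further: median GFP fluorescence of the barcode-gated MEP2-GFP cells per well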
# proCasp3 act: activates human procaspase-3 | P42574 | recombinant procaspase-3 D3A, Ac-DEVD-pNA absorbance 405 nm | activation, % at 8.5 µM | 330,000 tested, 0.11% active | AID 463141;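 active means activation above the mean of all tested compounds plus 3 SD, cut at about 21% in these data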;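 further: 0% = DMSO alone and 100% = DMSO wells spiked with extra 5 µM PC-3 D3A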
#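 Compound: 8.5 µM single point, 0.8% DMSO / Material: Autoprocessing-dead procaspase-3 D3A mutant enzyme / Timing: 1 h preincubation plus 2 h reaction at 25 °C / Medium: Zinc-free HEPES/NaCl buffer with 0.01% Triton X-100 at pH 7.4 / Technique: 405 nm absorbance of p-nitroaniline, reads at 0 and 120 min / Repeats: one well per compound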
# RPL19A TOR yeast: alters RPL19A-GFP fluorescence in TOR pathway yeast screen. S. cerevisiae RPL19A-GFP strain, flow cytometry, 3 h; stronger effect = lower value. percent response vs DMSO, % at 10 µM. 330,000 tested, 0.3% active;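 active means percent response vs DMSO below 50%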;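 further: median channel GFP fluorescence of the barcoded RPL19A-GFP strain; ratio of sample median GFP to plate DMSO average so 100% = DMSO; lower means less RPL19A-GFP as with rapamycin TOR inhibition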
# EBNA-1 inhibitor: blocks EBNA-1 binding to DNA; EBNA-1 DNA binding, fluorescence polarization; inhibition, % at 14.8 µM; 300,000 tested, 0.34% active; AID 1950; in the data active means inhibition above about 28%
# proCasp7 act: counter-screen for procaspase-3 activators: activators of human procaspase-7 | activation, % at 8.5 µM | P55210 | 330,000 tested, 0.093% active | recombinant procaspase-7, Ac-DEVD-pNA absorbance 405 nm; D23A/D198A/D206A triple mutant, cannot self-cleave; scale: DMSO 0, 5 µM enzyme 100;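 active means percent activation above the screen-wide mean plus 3 SD, cut at about 25% in these data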
#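 Assay system: Uncleavable procaspase-7 mutant enzyme | Input: 2 µM procaspase-7 mutant as dispensed | Timing: 1 h compound preincubation, 2 h substrate cleavage, 25 °C | Repeats: One well per compound | Control set: DMSO wells as 0%, DMSO with 5 µM added PC-7 as 100% | Technique: Epi-absorbance of released pNA at 405 nm, two timepoints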
# LAP4 TOR yeast: modulators of TOR pathway LAP4-GFP in S. cerevisiae; GFP response vs DMSO, % at 10 µM; 320,000 tested, 0.34% active; S. cerevisiae LAP4-GFP multiplex, flow cytometry GFP, 3 h; median GFP as percent of DMSO wells;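 active means GFP response vs DMSO above a set limit, about the screen mean plus 3 SD, cut at about 150% in these data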
# AHR act: human AHR activation; P35869; 320,000 tested, 2.5% active; activation, % at 5 µM; AHR-responsive luciferase reporter cells, luminescence; in the data active means activation above about 47%;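 further: 0% = vehicle wells and 100% = reference agonist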
# ZTA counter: ZTA (EBV) inhibition in EBNA-1 counter-screen. ZTA-DNA binding, fluorescence polarization. inhibition, % at 11 µM. 320,000 tested, 0.15% active; in the data active means inhibition above about 33%
# An asterisk follows results filed as active; . = no result given. Compounds as they come; 3.8% or so of the library scored in one or more.
SMILES,MEP2-GFP yeast,proCasp3 act,RPL19A TOR yeast,EBNA-1 inhibitor,proCasp7 act,LAP4 TOR yeast,AHR act,ZTA counter
O=C(CCCOc1ccccc1)NN1C(=O)NC2(CCCCC2)C1=O,96,4,95,-5,9,109,3,-10
O=C(c1ccc(Br)cc1)c1cc(-c2ccccn2)c(N2CCOCC2)s1,101,-3,100,10,7,103,3,-2
Cc1ccc(-c2onc3ccc(C(=O)O)cc23)cc1,102,-1,100,5,-3,114,2,-13
CC1CCCCC1NC(=S)NC(=O)c1cccs1 (stereo not given),91,-6,97,5,-5,107,2,1
Cc1cccc(C)c1NC(=O)CCCSc1nnc(-c2ccc(F)cc2)n1-c1ccccc1,104,-1,106,3,10,95,12,12
O=C(CCc1ccc(O)c(O)c1)NNC(=S)NCCc1ccccc1,114,-17,104,-7,-17,112,-1,-8
Cc1ccc(NC(=O)C(c2ccccc2)c2ccccc2)c(O)c1,106,14,104,0,0,99,6,-4
Cc1ccc(Cn2ccnc2SCC(=O)NC2CCCC2)cc1,99,-2,103,-8,1,88,0,7
O=C(Nc1nccs1)c1ccccc1Br,113,-4,110,-2,-2,95,2,-9
Cc1ccc(NC(=S)N2CCCC(CO)C2)c(C)c1 (stereo not given),102,8,101,-3,5,96,0,-13
COC(CNC(=O)CCc1c(C)nc2c(-c3ccccc3)c(C)nn2c1C)OC,98,4,94,4,8,100,0,-5
O=C(CSc1nc2ncccc2[nH]1)NC1CCCCC1,102,-8,100,0,-2,96,2,6
CC(C#N)(NC(=O)CN1CCN(S(=O)(=O)c2ccc(Br)cc2Cl)CC1)C1CC1 (stereo not given),92,8,93,.,-7,93,0,14
CCN(CC)S(=O)(=O)c1cc(Br)ccc1OC,99,0,98,-8,4,103,1,-9
CCc1nc(Nc2ccc(O)cc2)c2oc3ccccc3c2n1,109,-5,90,7,-7,112,9,10

# Among those listed so far, these have bromine:
SMILES,MEP2-GFP yeast,proCasp3 act,RPL19A TOR yeast,EBNA-1 inhibitor,proCasp7 act,LAP4 TOR yeast,AHR act,ZTA counter
O=C(c1ccc(Br)cc1)c1cc(-c2ccccn2)c(N2CCOCC2)s1,101,-3,100,10,7,103,3,-2
O=C(Nc1nccs1)c1ccccc1Br,113,-4,110,-2,-2,95,2,-9
CC(C#N)(NC(=O)CN1CCN(S(=O)(=O)c2ccc(Br)cc2Cl)CC1)C1CC1 (stereo not given),92,8,93,.,-7,93,0,14
CCN(CC)S(=O)(=O)c1cc(Br)ccc1OC,99,0,98,-8,4,103,1,-9

# The listing continues.
SMILES,MEP2-GFP yeast,proCasp3 act,RPL19A TOR yeast,EBNA-1 inhibitor,proCasp7 act,LAP4 TOR yeast,AHR act,ZTA counter
CCc1ccccc1NC(=O)Cn1nnc(C(=O)NCc2cccs2)c1N,114,-1,117,3,-7,103,0,-25
Cc1ccc(/C=C2/SC(=S)N(CCC(=O)N3CCOCC3)C2=O)cc1,103,1,93,2,2,105,0,-15
Cc1ccc(-c2csc(N(CCO)CCCn3c(C(F)(F)F)nc4ccccc43)n2)cc1,96,8,94,8,-6,116,22,-4
CCOC(=O)c1ccc(NC(=O)c2nc[nH]c2C(=O)N[C@@H](CC(C)C)C(=O)OCc2ccccc2)cc1,96,-6,100,6,-3,112,1,-10
CCOc1ccc2nc(SCc3ccc(C(=O)OC)o3)[nH]c2c1,106,8,106,2,-11,105,-7,2
COc1cccc(CNC(=O)CCS(=O)(=O)c2ccc3c(c2)NC(=O)C(C)S3)c1 (stereo not given),104,-7,98,9,-1,107,4,14
COCCn1nnnc1C(c1cccs1)N1CCN(c2nc3ccccc3s2)CC1 (stereo not given),101,5,95,-2,5,93,0,-5
CN1CCc2c(sc3nc(NN)n(-c4ccc(Cl)cc4)c(=O)c23)C1,105,-1,105,-10,-7,93,43,1
CCOc1ccc(-n2cnnn2)cc1S(=O)(=O)NCCc1ccc(OC)c(OC)c1,100,-4,100,-2,4,95,0,2
Cc1occc1C(=O)NCc1ccccn1,105,2,100,7,-7,99,0,27
CNC(=O)/C=C1\NC(C)(C)Cc2c1ccc1ccccc21,92,2,90,9,-8,91,15,-8
CCC(NS(=O)(=O)c1cnn(CC)c1)c1ccccc1 (stereo not given),83,9,91,9,2,88,0,1
CCCCN1C2=C(C(=O)CCC2)C(c2ccc(Cl)c(Cl)c2)C2=C1c1ccccc1C2=O (stereo not given),98,-12,94,-14,-1,91,9,-3
C=CCOc1c(OC)cc(/C=N/Nc2cccc(C(=O)O)c2)c(Br)c1Br,102,1,92,-1,-5,80,5,-3
CCc1cccc(OCC(=O)N(C)CC(=O)Nc2cccc(F)c2)c1,95,-1,93,11,0,97,3,15

# Two records picked at random from the list so far:
SMILES,MEP2-GFP yeast,proCasp3 act,RPL19A TOR yeast,EBNA-1 inhibitor,proCasp7 act,LAP4 TOR yeast,AHR act,ZTA counter
CCC(NS(=O)(=O)c1cnn(CC)c1)c1ccccc1 (stereo not given),83,9,91,9,2,88,0,1
CCOc1ccc2nc(SCc3ccc(C(=O)OC)o3)[nH]c2c1,106,8,106,2,-11,105,-7,2

# More results.
SMILES,MEP2-GFP yeast,proCasp3 act,RPL19A TOR yeast,EBNA-1 inhibitor,proCasp7 act,LAP4 TOR yeast,AHR act,ZTA counter
CCOCCn1c(SCCCc2ccccc2)nc2c1c(=O)[nH]c(=O)n2C,98,-6,99,-5,6,102,0,-2
O=[N+]([O-])c1c(N2CCN(CCO)CC2)nc2ccccn12,97,-8,97,-10,2,91,-2,1
Clc1ccc(-c2nnc(COc3ncnc4sccc34)o2)cc1,112,7,113,-18,-10,105,4,-7
CC(C)C(=O)Nc1cccc(NC(=O)c2ccc(Cl)cc2Cl)c1,104,1,96,3,6,89,4,-10
Cc1ccc(/C=C/C(=O)O)cc1S(=O)(=O)NCc1cccnc1,112,7,107,-5,6,100,3,4
CCON1C(=O)CN(C(=O)OC)C1c1ccc(Cl)cc1Cl (stereo not given),102,8,99,12,3,99,-1,18
CSc1nnc(C2CCCN2)n1C (stereo not given),101,-2,101,-10,0,100,0,1
O=C(O)c1cc2cccc(S(=O)(=O)N3CCOCC3)c2cc1O,89,2,94,3,-1,92,0,16
COC(=O)c1[nH]c2cc(OC)ccc2c1NC(=O)CN1CCC(C(N)=O)(N2CCCCC2)CC1,94,3,.,8,-7,100,10,-9
c1ccc2c(c1)Cc1ccccc1O2,94,-3,102,-2,-2,95,0,3
CCOC(=O)C1CCN(Cc2c(C(=O)N3CCOCC3)nc3c(C)cccn23)CC1,98,-2,98,1,11,101,3,-8
CCc1nnc(NC(=O)C2c3ccccc3Oc3ccccc32)s1,97,1,102,-4,-3,93,3,-1
Cn1c(=O)[nH]c(=O)c2c1nc(N1CCCCCC1)n2CCCSc1nc2ccccc2o1,100,-11,98,-7,2,95,1,-14
Cc1ccc(-c2nn3c(C)nnc3c3ccccc23)cc1S(=O)(=O)NCc1ccco1,93,-7,112,10,3,80,0,19
CCOC(=O)C1=C(CS(=O)(=O)c2ccccc2)NC(=O)NC1c1ccccc1OCC (stereo not given),105,4,99,7,2,101,1,-9
O=C(Cn1nc(C(=O)O)c2ccccc2c1=O)Nc1ccc(F)cc1,109,3,109,-15,-10,98,3,-1
Cc1cc(C)n2nc(SCC(=O)N(C)C3CCCCC3)nc2n1,106,-4,103,10,-2,98,-1,-14
Nc1c(C(=O)CSc2n[nH]c(-c3ccccc3Br)n2)c(=O)[nH]c(=O)n1C1CC1,103,1,106,.,11,106,-1,10
CCC1CCCCN1C(=O)CNCC1CCCO1 (stereo not given),97,4,97,2,3,109,4,-9
CCOc1ccc(CN(C)C(=O)CNC(=O)C2CCCCC2)cc1,100,0,101,7,-1,90,1,6
O=C(COc1ccc(S(=O)(=O)N2CCCCC2)cc1)NCc1ccncc1,100,5,100,11,3,100,6,-3
Cc1cccc(N2CCN(c3nnc(C(F)(F)F)s3)CC2)c1,98,-15,98,6,6,121,-5,6
COc1ccc(OC)c(N(CC(=O)Nc2ccc(NC(C)=O)cc2)S(C)(=O)=O)c1,105,6,99,11,12,94,0,2
CCCN1CCN(C(=O)C2CCN(S(=O)(=O)c3ccc4c(c3)NC(=O)C(C)S4)CC2)CC1 (stereo not given),96,2,97,0,-5,95,0,11
CC(NC(=O)COC(=O)COc1cccc2c1OC(C)(C)C2)c1ccccc1 (stereo not given),101,5,105,11,-1,84,-1,1
Cc1ccc(S(=O)(=O)N2CCC(C(=O)OCC(=O)N3CCCC(C)C3)CC2)cc1C (stereo not given),99,14,92,2,7,106,0,6
CCC1CCCCN1CCCNC(=O)C1CCC(Cn2c(=O)[nH]c3ccccc3c2=O)CC1 (stereo not given),103,-1,100,-17,1,104,-3,-1
COc1ccc(C(=O)Oc2cc(C(=S)N3CCOCC3)ccc2OC)cc1,108,-5,105,-15,-3,105,0,2
CCOC(=O)c1ccc(N2C(=O)CC(N3CCC(O)(c4ccc(Br)cc4)CC3)C2=O)cc1 (stereo not given),103,-21,106,8,-8,105,2,4
COC(=O)c1ccc(/C=C/C(=O)c2ccc(OC)cc2)cc1,103,8,105,5,3,107,4,7
O=C(COC(=O)c1ccc(O)cc1)c1ccc(S(=O)(=O)N2CCCCC2)cc1,103,-1,99,.,-2,99,9,2
CC1(C)OC(=O)C(=Cc2ccc[nH]2)C(=O)O1,113,-1,103,8,-2,126,1,2
CCC(NC(=O)c1ccncc1)c1ccccc1 (stereo not given),106,2,105,7,-4,96,2,-6

# One compound at a time (already shown). Order of values: MEP2-GFP yeast | proCasp3 act | RPL19A TOR yeast | EBNA-1 inhibitor | proCasp7 act | LAP4 TOR yeast | AHR act | ZTA counter
# Cc1cc(C)n2nc(SCC(=O)N(C)C3CCCCC3)nc2n1 is listed with 106 | -4 | 103 | 10 | -2 | 98 | -1 | -14
# O=C(COc1ccc(S(=O)(=O)N2CCCCC2)cc1)NCc1ccncc1 is listed with 100 | 5 | 100 | 11 | 3 | 100 | 6 | -3
# CC1(C)OC(=O)C(=Cc2ccc[nH]2)C(=O)O1 is listed with 113 | -1 | 103 | 8 | -2 | 126 | 1 | 2
# CC(NC(=O)COC(=O)COc1cccc2c1OC(C)(C)C2)c1ccccc1 (stereo not given) is listed with 101 | 5 | 105 | 11 | -1 | 84 | -1 | 1
# O=C(COC(=O)c1ccc(O)cc1)c1ccc(S(=O)(=O)N2CCCCC2)cc1 is listed with 103 | -1 | 99 | . | -2 | 99 | 9 | 2
